Assay outcomes as filed in PubChem BioAssay.
SENP8 inh: SENP8 protease inhibition; purified SENP8, Z-RLRGG-aminoluciferin cleavage, luminescence; inhibition, % at 10 µM; 330,000 compounds, 1.2% hits
Target sequence (Q96LD8 whole entry, looked up): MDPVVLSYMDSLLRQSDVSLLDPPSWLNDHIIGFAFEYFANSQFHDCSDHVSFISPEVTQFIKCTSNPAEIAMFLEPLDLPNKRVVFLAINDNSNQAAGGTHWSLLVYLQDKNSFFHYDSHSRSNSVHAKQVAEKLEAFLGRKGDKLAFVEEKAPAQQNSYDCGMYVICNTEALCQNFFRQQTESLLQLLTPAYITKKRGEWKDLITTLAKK
EBI2 antag: EBI2 (human) antagonism; P32249; 360,000 compounds, 0.81% hits; EBI2 beta-arrestin recruitment, luminescence, 7a,25-OHC stimulated; inhibition, % at 5 µM; in the data active = inhibition above about 38%;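 also: enzyme fragment complementation signal reports receptor beta-arrestin coupling in cells; 0% = agonist plus DMSO wells and 100% = wells without agonist; some results beyond the cut were filed as inactive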
Target sequence (P32249 whole entry, looked up, the tested form may be a part): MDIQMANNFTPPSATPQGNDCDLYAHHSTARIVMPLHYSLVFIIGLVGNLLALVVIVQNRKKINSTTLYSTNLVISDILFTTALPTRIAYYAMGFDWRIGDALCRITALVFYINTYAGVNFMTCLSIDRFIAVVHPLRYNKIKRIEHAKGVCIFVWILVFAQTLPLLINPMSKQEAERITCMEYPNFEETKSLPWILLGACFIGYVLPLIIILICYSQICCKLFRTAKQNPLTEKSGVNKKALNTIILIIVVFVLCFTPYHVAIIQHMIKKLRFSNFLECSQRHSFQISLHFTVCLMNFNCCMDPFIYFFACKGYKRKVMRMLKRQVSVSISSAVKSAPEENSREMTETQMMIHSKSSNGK
Apaf-1 inh: blocks human Apaf-1 apoptosome activity. O14727. reconstituted apoptosome caspase-3 activity, DEVD-Rh110 fluorescence. inhibition, % at 20 µM. 330,000 compounds, 0.71% hits. AID 489030; active = inhibition of at least 40% at 20 µM;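 also: plate controls were DMSO wells for no effect and DEVD-CHO caspase inhibitor wells for full effect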
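System – cell-free apoptosome with Apaf-1, procaspase-3 and caspase-9 · Buffer or medium – pH 7.5 Hepes buffer with CHAPS, BSA, DTT · Also added – cytochrome c with DEVD-Rh110 · Times – 30 min compound preincubation, 50 min activation, room temperature · Technique – Rh110 fluorescence intensity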
Jurkat NFkB inh: lowers PMA/ionomycin-induced NF-kB signal in Jurkat cells; AID 435003; PMA/ionomycin-induced NF-kB luciferase reporter, luminescence; 330,000 compounds, 0.53% hits; inhibition, % at 4 µM
Gli-Sufu antag: Gli-Sufu pathway antagonism; Sufu-KO-LIGHT fibroblasts, Gli luciferase reporter luminescence; inhibition, % at 5 µM; 340,000 compounds, 0.74% hits; AID 588413;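 active = inhibition above about 55%, limit read from the data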;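 also: 0% = DMSO-treated cells and 100% = wells with medium but no cells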
UBC13 polyUb: human UBC13 polyubiquitination inhibition; P61088; 330,000 compounds, 0.47% hits; UBC13 polyubiquitin chain formation, TR-FRET; inhibition, % at 20 µM; AID 485273; in the data active = inhibition above about 45%, passing the limit was not always enough
CCR6 antag: blocks CCL20-driven beta-arrestin recruitment at human CCR6 | AID 493098 | 340,000 compounds, 0.49% hits | P51684 | CHO-K1 CCR6 PathHunter beta-arrestin, luminescence, CCL20-stimulated | inhibition, % at 20 µM;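 active = compounds whose inhibition of the agonist-driven luminescence signal at 20 µM reaches about 50%, limit read from the data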;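 also: cells stimulated with CCL20 at 14 nM final; plate controls were DMSO with CCL20 for no effect and DMSO without agonist for full effect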
Target sequence (P51684 whole entry, looked up): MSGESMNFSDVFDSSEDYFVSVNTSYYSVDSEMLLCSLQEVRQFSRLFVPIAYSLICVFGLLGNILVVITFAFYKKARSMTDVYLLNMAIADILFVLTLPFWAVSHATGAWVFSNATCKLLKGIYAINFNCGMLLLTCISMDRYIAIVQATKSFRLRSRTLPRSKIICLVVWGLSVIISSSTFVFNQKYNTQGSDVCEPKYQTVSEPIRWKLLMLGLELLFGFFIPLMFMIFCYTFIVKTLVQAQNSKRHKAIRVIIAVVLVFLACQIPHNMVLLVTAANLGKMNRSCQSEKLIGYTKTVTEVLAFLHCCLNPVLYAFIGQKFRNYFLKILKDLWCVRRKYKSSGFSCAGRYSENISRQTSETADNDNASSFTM
697 NFkB inh: lowers PMA/ionomycin-induced NF-kB signal in 697 B cells | inhibition, % at 4 µM | 697 B-cell NF-kB luciferase reporter, 16 h | AID 435022 | 330,000 compounds, 0.33% hits; in the data active = inhibition above about 35%
* = called active by the depositor; i = inactive; x = not tested or not shown. Rule as the data show it, unless noted: active = inhibition above about 50%; inactive = the rest. A portion of the library (hit frequency here may not be typical).

1. O=C(CSCc1n[nH]c(=O)[nH]1)NCCOc1cccc(Oc2ccccc2)c1
2. CSc1ccc2c(c1)N(CCC1CCCCN1C)c1ccccc1S2 (stereo not drawn)
3. O=C(Nc1ccc(N2CCOCC2)cc1)C1CC(=O)N(c2ccc(Cl)cc2)C1 (stereo not drawn)
4. COc1cc(/C=C/C(=O)OCC(=O)N2CCOCC2)ccc1OCC#N
5. Cn1c(=O)n(C)c2cc([N+](=O)[O-])c(N3CCN(C(=O)C(C)(C)C)CC3)cc21
6. COc1ccc(-c2ccc(=O)n(CC(=O)NCc3ccco3)n2)cc1
7. O=C(CN1CCCCCC1)Nc1cccc([N+](=O)[O-])c1
8. COC(=O)C1=C(C)NC(=O)NC1c1ccsc1 (stereo not drawn)
screen / no.,1,2,3,4,5,6,7,8
SENP8 inh,-1,1,0,1,2,7,1,-5
EBI2 antag,-1,-8,2,4,-6,1,8,-2
Apaf-1 inh,-16,55*,4,-8,-15,-5,-4,-9
Jurkat NFkB inh,2,24,4,0,14,24,-5,0
Gli-Sufu antag,3,12,-4,-8,18,3,7,2
UBC13 polyUb,16,72*,13,-6,-40,5,0,-1
CCR6 antag,-2,31,1,-10,7,-3,-2,8
697 NFkB inh,11,17,19,-3,1,8,21,5

9. COc1cc(/C=N/N=C/c2c[nH]c(=O)c(C#N)c2Nc2ccccc2)ccc1O
10. CC1(C)CC(=O)C/C(=N\NC(=O)c2cccs2)C1
11. CCOc1ccc(NC(=O)CN(C)C(=O)CCSc2ccc(F)cc2)cc1OCC
12. O=C(Nc1nc(-c2ccc(Cl)cc2)cs1)C1CCCO1 (stereo not drawn)
13. CCCNC(=O)Nc1ccc2c(c1)N(C)C(=O)c1ccccc1S2
14. Nc1cc(Nc2ccc(Br)cc2)nc(N)n1
15. O=C(Nc1oc2ccccc2c(=O)c1-c1ccc(Br)cc1)c1ccco1
16. O=c1cc(COc2ncnc3c(Cl)cc(Cl)cc23)nc2sccn12
screen / no.,9,10,11,12,13,14,15,16
SENP8 inh,1,-8,-9,-3,7,-2,-3,-1
EBI2 antag,x,1,0,3,0,10,4,3
Apaf-1 inh,-20,-7,2,11,5,-8,3,-5
Jurkat NFkB inh,16,16,-10,-44,10,-27,5,-9
Gli-Sufu antag,0,2,-7,-50,6,11,-13,-7
UBC13 polyUb,-3,17,-1,-1,6,0,-3,-7
CCR6 antag,-2,0,11,-25,8,14,18,12
697 NFkB inh,32,15,19,-57,15,-16,-1,-2

Record cards, from the list above. Order of screens: SENP8 inh | EBI2 antag | Apaf-1 inh | Jurkat NFkB inh | Gli-Sufu antag | UBC13 polyUb | CCR6 antag | 697 NFkB inh
`CC1(C)CC(=O)C/C(=N\NC(=O)c2cccs2)C1` reads -8 | 1 | -7 | 16 | 2 | 17 | 0 | 15
`CCCNC(=O)Nc1ccc2c(c1)N(C)C(=O)c1ccccc1S2` reads 7 | 0 | 5 | 10 | 6 | 6 | 8 | 15
`COc1cc(/C=N/N=C/c2c[nH]c(=O)c(C#N)c2Nc2ccccc2)ccc1O` reads 1 | x | -20 | 16 | 0 | -3 | -2 | 32
`CCOc1ccc(NC(=O)CN(C)C(=O)CCSc2ccc(F)cc2)cc1OCC` reads -9 | 0 | 2 | -10 | -7 | -1 | 11 | 19

Back to the main list; the four compounds before the break are reprinted first.
13. CCCNC(=O)Nc1ccc2c(c1)N(C)C(=O)c1ccccc1S2
14. Nc1cc(Nc2ccc(Br)cc2)nc(N)n1
15. O=C(Nc1oc2ccccc2c(=O)c1-c1ccc(Br)cc1)c1ccco1
16. O=c1cc(COc2ncnc3c(Cl)cc(Cl)cc23)nc2sccn12
17. O=C(c1ccc(Cl)nc1)N1CCN(S(=O)(=O)c2ccccc2)CC1
18. COc1ccc(C2CC(c3ccc(F)cc3)Nc3nc(N)nn32)cc1 (stereo not drawn)
19. COCCn1nnnc1CN1CCOCC1
20. C[C@@]12C(=O)Nc3ccc(Cl)cc3C(=O)N1[C@H]1c3cc(Br)ccc3OC[C@@H]1[C@@H]2c1ccccc1
21. Oc1ccc(Cl)cc1CNc1cccc2cccnc12
22. CCOc1ccc(C(=O)Cc2cc(OC)c(OC)cc2[N+](=O)[O-])cc1
23. Cc1cccc(N(C)C(=O)c2coc(=O)c3ccccc23)c1
24. COc1cc(CNCCCO)ccc1OCC(=O)NC(C)(C)C
screen / no.,13,14,15,16,17,18,19,20,21,22,23,24
SENP8 inh,7,-2,-3,-1,-7,-5,-7,-4,88*,1,-9,2
EBI2 antag,0,10,4,3,28,7,-1,-4,1,7,-7,1
Apaf-1 inh,5,-8,3,-5,-19,0,3,19,91*,-9,9,-13
Jurkat NFkB inh,10,-27,5,-9,0,11,-21,2,-4,-30,-9,8
Gli-Sufu antag,6,11,-13,-7,-8,-1,3,12,1,-19,-2,4
UBC13 polyUb,6,0,-3,-7,4,-4,-2,7,-104,1,-7,9
CCR6 antag,8,14,18,12,-5,7,-14,12,-9,12,7,2
697 NFkB inh,15,-16,-1,-2,21,-8,-7,-4,-31,-37,-12,10

25. N/C(=N\c1nc(C(F)(F)F)cc(=O)[nH]1)Nc1ccc(Cl)cc1
26. Cn1c(SCC(=O)N2CCCCCC2)nc2c([nH]c3ccccc32)c1=O
27. COc1ccc(C(C(=O)NC2CCCC2)N(CCO)C(=O)Cn2nnc(-c3ccc(C)o3)n2)cc1 (stereo not drawn)
28. Cc1c(C#N)c2ccccc2n1CC(=O)O
29. CSc1n[nH]c(NC(=O)c2c(-c3c(Cl)cccc3Cl)noc2C)n1
30. CC(C(=O)NCCc1nc2ccccc2[nH]1)n1cc([N+](=O)[O-])cn1 (stereo not drawn)
31. CC(OC(=O)Cn1[nH]c(=O)c2ccccc2c1=O)C(=O)c1ccccc1 (stereo not drawn)
32. CC1(OC(=O)CCc2ccccc2)C(=O)C=C2C=C(C3CC3)OC=C2C1=O (stereo not drawn)
screen / no.,25,26,27,28,29,30,31,32
SENP8 inh,1,-3,9,-2,-2,9,1,5
EBI2 antag,x,8,8,-5,-10,10,-8,x
Apaf-1 inh,1,11,10,-2,6,-15,8,17
Jurkat NFkB inh,5,7,-27,3,-4,18,-1,5
Gli-Sufu antag,x,20,32,-10,2,-3,-5,x
UBC13 polyUb,2,21,3,-5,-2,1,5,-73
CCR6 antag,x,13,17,-6,12,8,1,x
697 NFkB inh,22,-4,-30,7,5,4,-1,14

33. Cc1cnc(C(=O)OCC(=O)c2c[nH]c3ccccc23)cn1
34. COC(=O)CN1C(=O)S/C(=C/c2ccc(N3CCCCC3)o2)C1=O
35. COc1cc(C(C(=O)NC2CCCCC2)N(Cc2ccco2)C(=O)c2cnccn2)cc(OC)c1OC (stereo not drawn)
36. O=C(CN1CCOCC1)N/N=C/c1ccccc1
37. CC(NC(=O)CSc1nnc(CC(=O)Nc2ccc(Cl)c(Cl)c2)n1C)c1ccccc1 (stereo not drawn)
38. COCCNC(=O)c1ccccc1-c1nc(-c2ccccc2OC)no1
39. CCCCn1nc2cc(C(=O)NCc3ccccc3)ccc2c1OCC
40. C=CCSc1nccc(-c2nn(-c3ccc(C)cc3)ccc2=O)n1
screen / no.,33,34,35,36,37,38,39,40
SENP8 inh,-7,-14,-8,-4,2,-5,-8,3
EBI2 antag,-2,19,-5,-7,0,1,25,-1
Apaf-1 inh,20,15,8,-19,0,9,2,8
Jurkat NFkB inh,-6,-5,3,1,5,-18,9,50
Gli-Sufu antag,-5,-46,-7,-1,3,-4,-7,-23
UBC13 polyUb,5,i,-6,-12,8,-8,19,7
CCR6 antag,2,41,5,0,-4,-10,21,5
697 NFkB inh,0,1,-1,-2,-1,-8,23,-60

41. Cc1nnc(NC(=O)CSc2nc(C3CCCCC3)nc3ccccc23)s1
42. CC1CCN(CC(=O)Nc2nc(-c3ccccc3)cs2)CC1
43. COc1ccc(-c2c(NC(=O)C(C)C)n(C)c3ccccc3c2=O)cc1
44. O=C1c2ccccc2NC2CCCCCN12 (stereo not drawn)
45. N#Cc1c(Cl)nc(SCc2ccccc2)nc1-c1ccccc1
46. COc1ccc2c(=O)c(C(=O)NCc3ccccc3)c[nH]c2c1
47. COc1ccccc1N1CCN(C2CCCN(C(=O)CCN3CCCCO3)C2)CC1 (stereo not drawn)
48. Cc1c(C)c2ccc(O[C@@H]3O[C@H](CO)[C@H](O)[C@H](O)[C@H]3O)c(C)c2oc1=O
screen / no.,41,42,43,44,45,46,47,48
SENP8 inh,6,-5,1,2,3,-5,7,-6
EBI2 antag,10,-2,-5,10,x,9,-3,-2
Apaf-1 inh,3,-1,-15,-8,-6,9,-1,5
Jurkat NFkB inh,8,-6,14,-12,6,-23,13,-12
Gli-Sufu antag,12,3,4,9,x,-1,7,9
UBC13 polyUb,21,2,19,13,44,-3,-7,12
CCR6 antag,-5,12,-3,20,x,-15,10,12
697 NFkB inh,-3,-36,20,22,14,9,6,0

49. O=C(N=C1SC2CS(=O)(=O)CC2N1c1cccc(Cl)c1)C1CCCO1 (stereo not drawn)
50. CCOc1ccc(CNS(=O)(=O)c2ccc3c(c2)CC(=O)N3C)cc1
51. COC(=O)C1CCN(CC(=O)Nc2ccc3c(c2)OCCO3)CC1
52. C=CCc1ccccc1OCCn1nnc2ccccc21
53. N/C(=N\OC(=O)c1cccc2ccccc12)c1ccc(Br)cc1
54. O=S(=O)(c1ccccc1)N1CCN(c2ccnc3cc(Cl)ccc23)CC1
55. O=C(O)CNC(=O)/C(=C\c1cccc([N+](=O)[O-])c1)NC(=O)c1ccco1
56. Cc1ccc(C=Nc2ccccc2C(N)=O)s1
screen / no.,49,50,51,52,53,54,55,56
SENP8 inh,0,7,1,-7,-9,-15,-3,-7
EBI2 antag,0,-8,1,7,-4,27,7,0
Apaf-1 inh,-3,-9,-6,4,14,16,-2,10
Jurkat NFkB inh,-1,3,-4,-4,-14,-19,-4,-13
Gli-Sufu antag,-8,2,6,11,-13,46,-4,10
UBC13 polyUb,0,-6,11,-2,1,-2,2,4
CCR6 antag,9,-5,13,20,10,0,3,-1
697 NFkB inh,-5,9,14,-39,-15,-6,16,-85

57. CC(C)C(=O)COc1c2occc2cc2ccc(=O)oc12
58. CN(c1ccccc1)c1cc(=O)[nH]c(=O)[nH]1
59. Cc1cc(Cl)nc(SCC(=O)c2ccccc2)n1
60. CC(C)CNC(=O)c1ccccc1NC(=O)CN(c1ccccc1)S(=O)(=O)N(C)C
61. Cc1[nH]c(=O)c(Cc2ccccc2)c(O)c1C#N
screen / no.,57,58,59,60,61
SENP8 inh,-15,-9,2,4,-5
EBI2 antag,2,-9,-3,-3,-4
Apaf-1 inh,-2,-11,7,16,-7
Jurkat NFkB inh,2,-7,6,0,-5
Gli-Sufu antag,3,-4,1,-17,1
UBC13 polyUb,-7,-18,-3,-2,5
CCR6 antag,14,2,17,15,1
697 NFkB inh,13,-26,2,-1,-5
